Assay outcomes: PubChem, Fisher Drug Discovery Resource Center
hcGAS inh – inhibitors of human cGAS; Q8N884; recombinant h-cGAS, ATP depletion, Kinase-Glo luminescence; inhibition, % at 12.5 µM; hit rate 0.081% among 290,000;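 also: 0% = vehicle reaction and 100% = reaction without DNA for no activity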
Target sequence (Q8N884 whole entry, looked up): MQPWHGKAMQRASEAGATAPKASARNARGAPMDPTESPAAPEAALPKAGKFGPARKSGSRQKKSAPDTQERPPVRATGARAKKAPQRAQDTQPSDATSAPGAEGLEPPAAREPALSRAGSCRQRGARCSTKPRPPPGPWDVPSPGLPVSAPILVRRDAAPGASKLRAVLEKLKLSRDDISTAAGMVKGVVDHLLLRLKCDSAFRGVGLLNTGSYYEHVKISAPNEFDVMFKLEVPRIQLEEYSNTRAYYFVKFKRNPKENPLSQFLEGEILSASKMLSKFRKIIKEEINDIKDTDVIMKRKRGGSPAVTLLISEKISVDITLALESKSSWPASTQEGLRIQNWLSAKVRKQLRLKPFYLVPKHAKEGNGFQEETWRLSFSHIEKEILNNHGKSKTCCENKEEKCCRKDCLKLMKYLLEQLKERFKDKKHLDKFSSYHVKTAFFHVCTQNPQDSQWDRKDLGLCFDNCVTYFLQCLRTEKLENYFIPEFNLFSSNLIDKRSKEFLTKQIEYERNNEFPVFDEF
NPYLR7 ag – activates Aedes aegypti NPYLR7 receptor; HEK293T NPYLR7/Galpha15, GCaMP6s calcium fluorescence; activation, % at 10 µM; hit rate 0.15% among 270,000; AID 1259423; in the data active = activation above about 40%;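 also: 0% = vehicle and 100% = reference agonist at the receptor; some compounds past the cut are filed as inactive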
mcGAS inh – mouse cGAS inhibition by luminescence | recombinant cGAS, Kinase-Glo ATP depletion luminescence | inhibition, % at 12.5 µM | hit rate 0.15% among 160,000;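 also: 0% = negative control wells and 100% = reference inhibitor with no enzyme activity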
The depositor's hits bear a star; nt = no result given; & = joins results of further samples. Rule as the data show it, unless noted: active = inhibition above about 40%; inactive = the rest.

Results follow in this order: hcGAS inh	NPYLR7 ag	mcGAS inh
COc1ccc(-c2ncc(C(=O)N(C)c3ccccn3)s2)cc1
  -7	16	nt
O=C(O)c1ccc(N2C(=O)CC(N3CCNC3=S)C2=O)cc1 (centres undefined)
  -3	1	-5
CC1=CCC2COC(c3ccc[n+](Cc4ccccc4)c3)C1C2 (centres undefined)
  -10	2	nt
Cc1nc2c(c(=O)n1C)CCN(C(=O)C(C)Cn1cncn1)CC2 (centres undefined)
  -3	-7	-12
CSc1ncccc1C(=O)N1CC(=O)N(Cc2cnn(C)c2)CC(OCc2cccnc2)C1 (centres undefined)
  -2	8	-14
CCCc1c(C(=O)N2CCc3c([nH]c4ccc(OC)cc34)C2c2ccc(OCc3ccccc3)cc2)cnn1-c1ccccc1 (centres undefined)
  1	-9	-5
O=c1cc(-c2c(-c3ccccc3)ncn2CCOCCO)[nH]c2ccccc12
  -6	8	nt
O=C(c1csc(CSc2nnc(-c3ccncc3)n2-c2ccccc2F)n1)N1CCN(c2cccc(Cl)c2)CC1
  -5	-11	-4
COc1ccc(NC(=O)CCC2CCCN(C(=O)CN3CCCC3=O)C2)cc1Cl (centres undefined)
  -10	7	nt
Cc1nn(C)c(C)c1S(=O)(=O)Nc1ccc2c(c1)OC1(CCCC1)O2
  -7	0	-5
CC(C)(C)NC(=O)CSc1nnc(N)s1
  -7	-1	-6
COC(=O)c1ccc(Oc2coc3c4c(ccc3c2=O)OCN(Cc2ccncc2)C4)cc1
  -6	2	-9
COc1ccc(CC(=O)NC2CC(=O)N(Cc3cccc(F)c3)C2)cc1OC (centres undefined)
  1	-3	nt
CCOc1ccc(N2C(=O)C(=Cc3ccc(O)c(OC)c3)SC2=S)cc1
  -6	1	-8
CCc1c(C)sc2nc(SCCC(N)=O)n(-c3ccc(OC)cc3)c(=O)c12
  -13	-7	nt
CC(C)CCNC(=O)C1CSCN1C(=O)C1CC1c1cccnc1 (centres undefined)
  -8	5	nt
O=C(CCc1ccccc1)NC1CCN(c2ncccn2)CC1
  -14	8	nt
Cc1cc(C)nc(SCc2cc(=O)c(OC(=O)c3cccs3)co2)n1
  -3	-7	-5
CCc1c(C)nc(-n2nc(C)cc2NC(=O)c2ccccc2[N+](=O)[O-])[nH]c1=O
  -11	9	-7
CC(C)Sc1nnc(CNC(=O)c2ccccc2)o1
  2	1	-7
COc1cc(/C=C2\C(=O)N(c3ccccc3)N=C2C)ccc1OC(C)=O
  -3	-10	7
O=C(Nc1ccc(F)cc1)c1cc(=O)c(OCc2ccccc2)c[nH]1
  -6	4	nt
COC[C@@]12CC[C@@H](N3CCOCC3)C[C@H]1CCN(CCc1ccccc1)C2
  -12	nt	-6
Cc1ccc(C(=O)COC(=O)c2c(C)noc2C)s1
  4	-1	nt
CCNC(=O)CN1CCCN(C(=O)c2sc(-c3ccc(OCC)cc3)nc2C)CC1
  -6	-1	nt
O=S(=O)(Nc1cccc(-n2cnnn2)c1)c1ccc(F)cc1
  -7	9	nt
CCc1ccc(CN(C)C(=O)Nc2ccc(CC3CC(=O)NC3=O)cc2)cc1 (centres undefined)
  3	1	nt
Cc1nc(N(C)C)ncc1C(=O)NCc1noc(-c2c(F)cccc2F)n1
  3	-7	nt
CCc1nn(-c2ccc(F)cc2)c(N2CCN(C(C)C)CC2)c1CN(CC(C)C)C(=O)Cc1cccs1
  1	6	-4
CC(C)NC(=O)NC1CCCN(C2CCCCCC2)C1 (centres undefined)
  -5	21	-8

Additional records:
Results follow in this order: hcGAS inh	NPYLR7 ag	mcGAS inh
CCOC(=O)c1cccc(N2C(=O)C3C4C=CC(C4)C3C2=O)c1 (centres undefined)
  -2	-3	-4
NC(=O)C1(N2CCCCC2)CCN(c2ncnc3sc4c(c23)CCNC4)CC1
  2	-4	-2
CO[C@]12C[C@@H](COC(=O)c3cncc(Br)c3)CN(C)[C@@H]1Cc1cn(C)c3cccc2c13
  -3&-4	-8&0	-4
CC(C)N(c1ccc(Cl)cc1)S(=O)(=O)c1cnn(C)c1
  -8	9	nt
CCCCN(C)C(=O)c1sc(=O)n(Cc2c(C)cccc2C)c1C
  -7	8	nt
Cn1c(=O)n(CCCO)c(=O)c2c1nc1n2CCCN1c1ccc(Oc2ccccc2)cc1
  -8	1	-5
Cc1ccc(CN(C)c2ncnc3sc4c(c23)CCC(C)C4)o1 (centres undefined)
  -2	6	-7
CCOC(=O)C(C)Sc1nc2c([nH]c3ccccc32)c(=O)n1C (centres undefined)
  -2	1	-5
O=[N+]([O-])C1=C(Nc2ccc(-c3ccccc3)cc2)CS(=O)(=O)C1
  -7	3	nt
CCOC(=O)c1nc2cc(C)c(C)cc2nc1N1CCN(S(=O)(=O)c2ccc(NC(C)=O)cc2)CC1
  -3	nt	-5
CCN(CC)C(=O)Cn1cc(SCC(=O)NC)c2ccccc21
  0	-5	-2
c1ccc2c(OCCCn3c4ccccc4c4nc5ccccc5nc43)cccc2c1
  -8	0	nt
CCc1nc2ccc(C(=O)NCCOc3ccc(OC)cc3)cn2c1N(C=O)CCC(C)C
  -7	-6	-4
COc1cccc(OCc2nc(C(=O)NCc3cnc(C)cn3)co2)c1
  -12	0	nt
O=C(NCCCn1ccnc1)c1cnn2c(C(F)(F)F)cc(-c3ccco3)nc12
  -6	8	-6
CC(C)(C)n1c(NC(=O)C2CSc3ccccc3O2)nc2ccccc21 (centres undefined)
  4	-4	-3
CCCc1nnc(NC2CCCC3OCCC23)s1 (centres undefined)
  -2&-5	-1&-22	nt
CCOc1ccc2nc(N3CCC(NC4Cc5ccccc5C4)CC3)nc(C)c2c1
  -8	3	-14
CCOc1ccc(CN(Cc2cccc(C(F)(F)F)c2)Cc2nc(C(=O)NCc3ccc(F)cc3)co2)cc1
  -8	21	-6
CCCCOc1ccc(C(=O)Nc2nnc(CC)s2)cc1
  6	-4	-6
O=C(Nc1ncns1)c1cccc(CN2CC[C@H](O)C2)c1
  -5	1	nt
CC(C)Oc1cccc(NC(=O)C2(C)CCCN2C)c1 (centres undefined)
  -15	4	-8
CS(=O)(=O)N1CCC(Oc2cccc(C(=O)N3CCc4ccccc4C3)c2)CC1
  -6	2	nt
O=C(Nc1ccc(-c2ccn[nH]2)cc1)C1CCCN(Cc2cc(F)ccc2F)C1 (centres undefined)
  -6	0	nt
Cc1ccc(CN2CCCC(OCc3cccnc3)C2)o1 (centres undefined)
  -3	-4	nt
CSC(N)=NCCCC(N)C(=O)O (centres undefined)
  -6	-5	-6
NC1(C(=O)NCCC2CN(Cc3ccccn3)CCO2)CCCC1 (centres undefined)
  1	9	-9
COc1ccc(S(=O)(=O)N2CCC(c3ccccc3)C2)c(C)c1 (centres undefined)
  -14	1	nt
COC(C(=O)Nc1ccnn1C1CCN(C(=O)Cc2c(C)noc2C)CC1)c1ccccc1 (centres undefined)
  -3	-1	-4
Cc1ccccc1C(=O)Nc1cc(S(=O)(=O)N(C)C)cc(C)c1C
  -2	7	nt

(more compounds)
Results follow in this order: hcGAS inh	NPYLR7 ag	mcGAS inh
CC1=CC(=NNc2nncc3ccccc23)CC1
  -5	8	nt
COCc1nc(C(=O)NS(=O)(=O)N2CCCc3ccccc32)cs1
  -4	9	nt
OCC#Cc1csc(-c2nccn2-c2cccc(-c3ccn[nH]3)c2)c1
  -9	3	nt
CN(C)c1cccc(Nc2cc(-c3ccsc3)ncn2)c1
  -5	-5	nt
O=c1c(O)c(Br)ccc2c(Br)c(O)c(O)c(O)c12
  70*	6	71*
COc1ccc(C(=O)N2CCN(c3ccc([N+](=O)[O-])cc3)C(=O)C2C)cc1 (centres undefined)
  -5	4	nt
Cc1ccc(C)c(NC(=O)CN2C(=O)c3ccccc3C2=O)c1
  -2	-2	nt
Cc1sc(NC(=O)Cc2ccccc2Br)nc1-c1onc2c1CCCC2
  -3	4	-4
COc1ccc(CN(CCN2CCOCC2)CC(O)COCc2ccco2)cc1OC (centres undefined)
  -4	-1	-5
COc1ccccc1C(=O)Nc1cccc(NC(=O)CN2CCCC2)c1
  -2	-2	-10
COCCN(Cc1ccccc1OS(=O)(=O)c1ccc(F)cc1)C(=O)c1ccccc1F
  -1	1	-7
Cc1c(C(=O)N(C)Cc2nc3ccsc3c(=O)[nH]2)oc2c(F)cccc12
  -2	4	nt
O=C(Cc1cccc(F)c1)Nc1ccc(N2CCCCC2)c2ccncc12
  -9	15	-17
COc1ccc(NC(=O)C(C2CCCC2)N2CCN(C(=O)c3ccco3)CC2)cc1OC (centres undefined)
  -3	-1	-4
CCOc1ccc(C(C2Sc3nc(C)nn3C2=O)N2CCC(C(N)=O)CC2)cc1 (centres undefined)
  -6	-2	-9
CCC(=O)N1CCC1(C)C(=O)Nc1cccc(F)c1 (centres undefined)
  -15	5	-7
COc1cc(CNC(=O)C2OC(c3cccs3)=NN2C(C)=O)cc(OC)c1 (centres undefined)
  -1	14	nt
CN(Cc1ccco1)C(=O)c1cc2ccccc2[nH]c1=O
  -4	7	nt
COc1ccc(OCC(=O)Nn2cnc3c(cnn3-c3ccc(C)c(C)c3)c2=O)cc1
  -8	2	nt
COc1ccc(CCC2CCCNC2)cc1 (centres undefined)
  -1	4	-18
Cn1c(=O)c2c(ncn2CCOC(=O)c2cc(=O)[nH]c3ccccc23)n(C)c1=O
  1	4	nt
O=C(Nc1ccc(Cl)c(-c2nc3cc(Cl)ccc3o2)c1)c1ccccc1F
  -2	-4	0
COC(=O)c1sc(NC(=O)CCS(=O)(=O)c2ccccc2)c(C(=O)OC)c1C
  0	-4	-2
O=C(c1ccccc1Cl)N1CCCC(OCc2ccccc2)C1 (centres undefined)
  3	-4	nt
COC(=O)c1ccc2c(c1)N(Cc1cccc(F)c1)C(=O)C(C)O2 (centres undefined)
  -1	7	nt
O=C(CCCn1nc(-c2cccs2)ccc1=O)N1CCN(c2ccccc2)CC1
  0	5	-7
Cn1cccc1C=NNC(=O)C12CC3CC(CC(C3)C1)C2
  -12	8	nt
CC(C)NC(=O)C1CCN(C2CCN(Cc3ccc(-c4ccco4)cc3)CC2)CC1
  -6&-7	18&7	nt
CN(C)C(=O)c1cccnc1SCc1cc(F)cc2c1OCOC2
  -8	5	nt
CCCCCc1ccc(C(=O)Nc2ccc(N3CCc4ccccc4C3)c(C(=O)NCC3CCCO3)c2)cc1 (centres undefined)
  -4	-1	-6

In the list so far, 7 contain two or more sulfur atoms.
Results follow in this order: hcGAS inh	NPYLR7 ag	mcGAS inh
O=C(c1csc(CSc2nnc(-c3ccncc3)n2-c2ccccc2F)n1)N1CCN(c2cccc(Cl)c2)CC1
  -5	-11	-4
CC(C)(C)NC(=O)CSc1nnc(N)s1
  -7	-1	-6
CCOc1ccc(N2C(=O)C(=Cc3ccc(O)c(OC)c3)SC2=S)cc1
  -6	1	-8
CCc1c(C)sc2nc(SCCC(N)=O)n(-c3ccc(OC)cc3)c(=O)c12
  -13	-7	nt
Cc1cc(C)nc(SCc2cc(=O)c(OC(=O)c3cccs3)co2)n1
  -3	-7	-5
COCc1nc(C(=O)NS(=O)(=O)N2CCCc3ccccc32)cs1
  -4	9	nt
COC(=O)c1sc(NC(=O)CCS(=O)(=O)c2ccccc2)c(C(=O)OC)c1C
  0	-4	-2

Next section.
Results follow in this order: hcGAS inh	NPYLR7 ag	mcGAS inh
C[C@@H]1C[C@H]2[C@@H]3CCC4=CC(=O)C=C[C@]4(C)[C@@]3(F)[C@@H](O)C[C@]2(C)[C@H]1C(=O)CO
  -1	-3	nt
CC(C)C(=O)N(CCN(C)C)Cc1csc(COc2ccccc2)n1
  -2	2	-2
CCSc1nc2c(c(=O)[nH]1)C(C(C)C)C(C#N)C(=N)O2 (centres undefined)
  -6	3	nt
Cc1c(C(=O)N2CCN(c3cccc(O)c3)CC2)ncn1Cc1ccc(Cl)cc1
  -2	5	nt
Cc1cnc2n(c1=O)C(CC(=O)N1CCOCC1)CS2 (centres undefined)
  -4	3	nt
CCc1nc2n(n1)C(=O)C(C(c1ccc(F)cc1)N1CCC(O)CC1)S2 (centres undefined)
  -9	-3	-9
Cc1cn2cc(NC(=O)Cc3ccc(S(N)(=O)=O)cc3)ccc2n1
  -6	9	nt
CC(=O)N(C(C)=O)C1=C(C#N)C(c2ccccc2Cl)c2c(ccc3ccccc23)O1 (centres undefined)
  -3	-8	18
COCc1c(Br)c(C)nc(OCC(=O)N/N=C\c2ccc(Oc3ccc([N+](=O)[O-])cc3[N+](=O)[O-])cc2)c1C#N
  -6	4	-6
COc1ccc(-c2nc3cc(C)ccn3c2NC(=O)c2cc(OC)cc(OC)c2)cc1
  -4	1	-8
COc1ccc(-n2ccnc2CN2CCCC(CNC(=O)c3ccc4c(c3)OCO4)C2)cc1 (centres undefined)
  -5	4	-7
Cc1nn(C)c(Cl)c1S(=O)(=O)N1CCN(CC(OCc2ccc(C(F)(F)F)cc2)c2ccc(Cl)cc2)CC1 (centres undefined)
  -3	27	-6

The order is random. About 0.27% of those tested had a hit in this group.
